Screens deposited in PubChem BioAssay by several laboratories.
NOD1 inhibition – NOD1 signaling inhibitors, primary screen, cell-based, luminescence, uHTS (AID 1578); NOD1-driven NF-kB luciferase reporter cells, luminescence; higher % means a stronger effect; inhibition, % at 4 µM, or EC50 in µM where a hit was titrated; 1% of 290,000 active; in the data active = inhibition mostly above about 36%, no sharp cut-off; inactive = mostly below about 34%;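 also: HEK-293T reporter cells stimulated with the NOD1 agonist gamma-tri-DAP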
Myeloid diff MLP – myeloid differentiation induction. ER-HoxA9 myeloid progenitors, lysozyme-GFP differentiation, flow cytometry. calls only at 10 µM. 1% of 360,000 active. AID 624256;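 active = normalized GFP-positive differentiation at or above the plate's own cutoff, the solvent-only control mean plus 3 SD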;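 also: cells exposed to compound for four days before flow analysis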
LYP phosphatase – inhibitors of LYP phosphatase, biochemical, fluorescence intensity, uHTS (AID 1779); recombinant LYP phosphatase, fluorescence intensity; higher % means a stronger effect; one-dose inhibition, % at 11.5 µM; IC50 in µM for titrated hits; 0.054% of 290,000 active;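 also: plate controls were vehicle with enzyme for no effect and no enzyme for full effect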
KOR beta-arrestin-1 – kappa opioid receptor blockers – cell-based, luminescence, uHTS (AID 1778) | one-dose inhibition, % at 10 µM; IC50 in µM for titrated hits | KOR beta-arrestin recruitment, luminescence, antagonist mode; higher % means a stronger effect | 0.091% of 290,000 active; also: strong numbers were not always called active
KOR beta-arrestin-2 – kappa opioid receptor activators – cell-based, luminescence, uHTS, primary screen (AID 1777); KOR beta-arrestin recruitment, luminescence; higher % means a stronger effect; one-dose activation, % at 10 µM; EC50 in µM for titrated hits; 0.02% of 280,000 active; in the data active = activation above about 50%, passing the limit was not always enough; also: a part of the inactive calls stands beside numbers as strong as those of hits
NOD2 inhibition – NOD2 signaling inhibitors, cell-based, luminescence, uHTS, HEK293 (AID 1566); 0.63% of 290,000 active; HEK293 NOD2/NF-kB luciferase reporter, luminescence; higher % means a stronger effect; one-dose inhibition, % at 4 µM; EC50 in µM for titrated hits; also: many of its hits are not listed in these tables
HIV peptide binding – inhibitors of HIV fusion peptide binding, primary screen, biochemical, uHTS, fluorescence dequenching (AID 1986); 0.3% of 290,000 active; inhibition, % at 20 µM, or IC50 in µM where a hit was titrated; cell-free peptide binding, fluorescence dequenching, 30 min; higher % means a stronger effect; in the data active = inhibition mostly above about 52%, no sharp cut-off; inactive = mostly below about 76%; also: some results filed as inactive read as strong as hits
Siah-1 displacement – Siah-1 peptide-binding antagonists, primary screen, biochemical, fluorescence polarization, rhodamine-plectin, uHTS (AID 1817); Siah-1 / rhodamine-plectin peptide fluorescence polarization; higher % means a stronger effect; displacement, % at 20 µM; hits with a dose series show IC50 in µM; 0.02% of 290,000 active;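 active = displacement of at least 50% at 20 µM, with a fluorescence ratio check between 0.3 and a set limit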;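 also: plate controls were Siah plus tracer with DMSO for no effect and tracer alone without Siah for full effect; strong numbers were not always called active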
Salmonella PhoP GFP – inhibitors of PhoP regulon expression, primary screen, Salmonella Typhimurium, GFP reporter (AID 1863); S. Typhimurium PhoP-regulated promoter GFP reporter, 4 h; higher % means a stronger effect; inhibition, % at 50 µM; hits with a dose series show IC50 in µM; 0.16% of 300,000 active;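 active = inhibition over 29.93%, a cutoff 3 SD above the screen mean, later confirmed by dose response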;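 also: 0% = low Mg2+ inducing control and 100% = high Mg2+ repressing control; strong numbers were not always called active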
Myeloid diff MLP GFP+ MAC1+ % – recorded beside Myeloid diff MLP, whose call it bears; GFP+ MAC1+ double positive, %; measured here: differentiation confirmed by MAC1 staining
The depositor's hits bear a star; i = inactive; . = no result given; + = active, no number; & = joins results of further samples; [ ] = another dose, or the depositor's remark. Rule as the data show it, unless noted: active = inhibition above about 50%; inactive = the rest.

Preview:
SMILES	NOD1 inhibition	Myeloid diff MLP	Myeloid diff MLP GFP+ MAC1+ %	LYP phosphatase	KOR beta-arrestin-1	KOR beta-arrestin-2	NOD2 inhibition	HIV peptide binding	Siah-1 displacement	Salmonella PhoP GFP
CCOC(=O)c1cnc2c(OC)cccc2c1N1CCN(c2ccc(OC)cc2)CC1	-10.1%	i	0.9	0.8%	-20.6%	-5.1%	8.9%	-2.9%	-2.7%	-0.1%
Nc1ncc(-c2ccccc2)c(-c2ccc(OCc3ccccc3)cc2O)n1	2.3%	i	0.3	-1.9%	-8.5%	-1.1%	13.4%	-2.0%	2.0%	-5.9%
Cc1cc(OCC(=O)N(C)c2ccccc2)cc2c1C(=O)CC(C)(C)O2	-11.2%	i	0.4	-2.2%	-9.1%	3.9%	9.8%	-1.6%	-2.1%	-4.4%

Results, from the start:
SMILES	NOD1 inhibition	Myeloid diff MLP	Myeloid diff MLP GFP+ MAC1+ %	LYP phosphatase	KOR beta-arrestin-1	KOR beta-arrestin-2	NOD2 inhibition	HIV peptide binding	Siah-1 displacement	Salmonella PhoP GFP
CCOC(=O)c1cnc2c(OC)cccc2c1N1CCN(c2ccc(OC)cc2)CC1	-10.1%	i	0.9	0.8%	-20.6%	-5.1%	8.9%	-2.9%	-2.7%	-0.1%
Nc1ncc(-c2ccccc2)c(-c2ccc(OCc3ccccc3)cc2O)n1	2.3%	i	0.3	-1.9%	-8.5%	-1.1%	13.4%	-2.0%	2.0%	-5.9%
Cc1cc(OCC(=O)N(C)c2ccccc2)cc2c1C(=O)CC(C)(C)O2	-11.2%	i	0.4	-2.2%	-9.1%	3.9%	9.8%	-1.6%	-2.1%	-4.4%
CN(C)S(=O)(=O)c1cccc(NC(=O)CCCSc2ccccc2)c1	-10.7%	i	1.4	1.6%	11.7%	-2.7%	1.6%	-0.6%	3.3%	-1.6%
CC1=N/C(=C\c2ccc(OC(C)C)cc2)C(=O)N1c1ccc(C(=O)O)cc1	7.2%	+	0.8*	-2.1%	9.3%	-0.9%	27.4%	11.7%	14.0%	-2.6%
CCN(CC)c1ccc(/C=N/N2C(=O)c3ccccc3C2=O)c(O)c1	35.9%	i	0.6	-2.8%	-12.7%	8.7%	-30.1%	5.5%	-1.1%	3.5%
COc1ccccc1-c1c(C)oc2c(CN3CCOCC3)c(O)ccc2c1=O	-5.7%	i	0.3	-15.0%	28.0%	-1.0%	-8.6%	0.4%	3.9%	-0.9%
O=C(CCl)N1CCN(S(=O)(=O)c2ccc3ccccc3c2)CC1	-59.1%	i	2.1	-10.8%	-44.4%	-3.7%	-27.8%	-0.2%	4.6%	7.5%
CCOC(=O)Nc1ccc2c(CN3CCC(C(=O)OC)CC3)cc(=O)oc2c1	-0.6%	i	0.5	-31.1%	-33.1%	4.8%	13.5%	0.5%	-1.8%	-4.5%
Cc1ccc(-c2nc(NC(=O)CSc3nnc4scc(-c5ccccc5)n34)ns2)cc1	6.1%	+	3.9*	-0.4%	11.9%	5.8%	25.1%	-2.2%	31.7%	-0.5%
CCc1nnc(N/N=C/c2cc(Br)c(O)cc2O)n1N	-25.2%	i	0.4	-0.2%	7.1%	4.9%	-2.6%	5.1%	0.1%	7.3%
CCOC(=O)N1CCN(C(=O)/C(=C\c2ccc(SC)cc2)NC(=O)c2ccccc2)CC1	-3.1%	i	0.6	0.6%	-17.3%	2.4%	16.8%	0.2%	0.9%	-9.2%
COc1ccc(/C=C(\C#N)C(=O)NCc2ccccc2)cc1O	-58.4%	i	0.4	-5.0%	-6.5%	-0.8%	-11.4%	-1.5%	-0.4%	7.8%
CCN(CC)C(=O)CCc1nc2sc3c(c2c(=O)[nH]1)CCCC3	9.9%	i	4.3	-9.8%	-9.0%	4.1%	-9.2%	-1.4%	-5.7%	2.8%
CCc1nnc(NS(=O)(=O)c2ccc(NC(=O)c3ccccc3C)cc2)s1	-23.4%	i	0.6	-2.0%	-11.2%	-6.3%	12.2%	6.1%	16.3%	7.4%
Cc1cc2nc(-c3ccc(=O)[nH]c3)n(C)c2cc1C	-8.5%	i	0.5	-2.9%	-10.8%	-2.5%	-3.0%	0.6%	0.6%	2.7%
COc1ccc(OCC(=O)NCCNC(=O)c2ccncc2)cc1	-94.7%	i	2.9	-11.1%	-7.7%	-2.9%	6.1%	-0.4%	-3.3%	4.8%
O=C(N/N=C/C=C/c1ccc2c(c1)OCO2)c1ccc([N+](=O)[O-])cc1	-9.2%	i	6.8	-1.2%	6.3%	5.0%	14.9%	3.7%	0.6%	2.6%
CC(CCc1ccccc1)NCC(O)c1ccc(O)c(C(N)=O)c1 (stereo not drawn)	-13.5%	i	2.6	-9.2%	34.8%	-4.5%	9.4%	-0.8%	2.3%	3.1%&5.1%
COc1ccc(NC(=O)COC(=O)C2C3CC4OC(=O)C2C4C3)cc1 (stereo not drawn)	-23.8%	i	0.3	1.4%	-41.5%	4.5%	-19.5%	1.7%	2.0%	-3.0%
O=C(O)CC(c1ccc(OC2CCCC2)cc1)N1C(=O)c2ccccc2C1=O (stereo not drawn)	1.1%	i	0.1	-5.9%	-10.2%	9.3%	-23.2%	2.3%	-1.0%	-6.3%
Cc1ccc(S(=O)(=O)NCC2NCCc3ccccc32)cc1 (stereo not drawn)	-6.7%	i	0.1	-1.6%	-19.0%	4.7%	15.7%	0.2%	-3.2%	-4.2%
O=C(NCc1ccco1)C1CCCN(S(=O)(=O)c2cc(Cl)ccc2Cl)C1 (stereo not drawn)	0.4%	i	0.9	-6.8%	-2.3%	-3.0%	-12.6%	-1.0%	-4.1%	2.6%
O=c1[nH]c(-c2ccccc2Cl)nc2c1sc(=S)n2-c1ccccc1	-19.0%	i	0.2	0.6%	2.0%	-2.6%	4.8%	8.2%	2.3%	-14.7%
O=C(O)c1n[nH]nc1-c1ccccc1	-12.3%	i	0.2	-6.3%	-15.4%[20 µM]	.	-6.0%	2.5%	4.3%	0.5%

Brought forward from above: 2 entries; new compounds follow.
SMILES	NOD1 inhibition	Myeloid diff MLP	Myeloid diff MLP GFP+ MAC1+ %	LYP phosphatase	KOR beta-arrestin-1	KOR beta-arrestin-2	NOD2 inhibition	HIV peptide binding	Siah-1 displacement	Salmonella PhoP GFP
O=c1[nH]c(-c2ccccc2Cl)nc2c1sc(=S)n2-c1ccccc1	-19.0%	i	0.2	0.6%	2.0%	-2.6%	4.8%	8.2%	2.3%	-14.7%
O=C(O)c1n[nH]nc1-c1ccccc1	-12.3%	i	0.2	-6.3%	-15.4%[20 µM]	.	-6.0%	2.5%	4.3%	0.5%
CN(C)c1ccnc(C(=O)O)c1	-15.0%	i	0.1	-5.8%	-56.7%	2.3%	-1.5%	-0.7%	-6.4%	-2.6%
Cc1ccccc1NC(=O)c1sc2nc3c(c(-c4ccco4)c2c1N)CCC3	-25.6%	i	0.9	6.8%	-0.5%	0.8%	11.8%	6.9%	-4.5%	32.8%
COC(=O)c1sccc1NC(=O)c1ccco1	.	i	2.2	2.0%	42.5%	-4.0%	1.7%	-2.0%	14.0%	.
Cc1ccnc(NS(=O)(=O)c2ccc(NC(=O)C(C)(C)C)cc2)n1	1.5%	i	0.3	-6.8%	-8.8%	5.3%	13.4%	1.8%	9.2%	-3.6%
O=C(NC1CCCc2ccccc21)C1CCN(c2nnc(-n3cccc3)s2)CC1 (stereo not drawn)	-26.3%	i	2.9	0.4%	17.2%	-1.4%	-10.1%	-1.6%	4.3%	-1.6%
Cc1cccn2c(=O)c3cc(C(=O)NC4CCCC4)c(=N)n(C4CCCC4)c3nc12	-16.6%	i	0.7	-39.3%	15.7%	-2.9%	3.4%	-2.8%	-2.3%	-17.6%
CCOc1ccc(N2C(=O)CC(Sc3nnnn3-c3ccccc3)C2=O)cc1 (stereo not drawn)	-21.1%	i	0.4	-4.8%	53.3%	-6.3%	1.3%	-2.0%	1.2%	-12.9%
Cc1cnc(C(=O)NCC(c2ccccc2)c2ccccc2)cn1	-38.7%	i	0.6	0.5%	-5.1%	3.3%	-6.7%	-0.7%	-2.4%	10.7%
O=C(Cc1ccccc1Cl)N1CCOCC1	-19.4%	i	1.0	-10.8%	1.3%	-2.2%	-1.1%	-1.1%	1.6%	8.8%
O=c1c(Cc2ccccc2)c(O)ccn1Cc1ccc2c(c1)OCO2	-37.1%	i	0.7	1.1%	0.8%	-4.4%	9.0%	1.3%	5.3%	-4.0%
COc1ccc2nc3sc(C(=O)NCc4cccs4)c(N)c3cc2c1	-21.4%	.	.	-5.7%	-18.2%	0.2%	-2.4%	-2.4%	-3.4%	-0.1%
CN(C)S(=O)(=O)c1cccc(NC(=S)N/N=C/c2cc(Br)ccc2O)c1	-11.2%	.	.	7.4%	12.6%	2.5%	26.7%	7.7%	-8.1%	69.3µM*
COc1cccc(CNC(=O)CCC2CCCN(C(=O)C3CCOCC3)C2)c1 (stereo not drawn)	-14.3%	i	0.5	-10.3%	-24.8%	-4.0%	2.0%	0.9%	6.9%	-15.1%
COc1ccc(S(=O)(=O)Nc2ncccc2C)c2ccccc12	-49.0%	i	0.3	-9.7%	-4.5%[20 µM]	.	-26.2%	31.9%	2.4%	9.6%
Cc1cc(C)nc(SCC(=O)Nc2ccccc2[N+](=O)[O-])n1	3.5%	i	12.1	-6.3%	21.9%	-1.7%	16.6%	1.1%	4.0%	-2.0%
O=C(Nc1ccc(C(=O)N2CCOCC2)cc1)c1cnn2c(C(F)F)cc(-c3ccccc3)nc12	46.3%	i	1.2	-0.4%	-14.2%	31.5%	30.3%	-3.0%	-3.4%	2.5%
O=S(=O)(c1ccc2c(c1)OCCO2)N1CCNCC1	2.8%	i	2.6	-11.4%	-18.1%[20 µM]	-3.4%	14.9%	0.8%	1.3%	.
COC(=O)c1ccccc1N(C)S(C)(=O)=O	-22.3%	i	1.3	-4.2%	25.1%	-6.5%	-5.2%	-3.0%	4.4%	5.2%
O=C1CC(=O)Nc2cc(S(=O)(=O)N3CCOc4ccc(Cl)cc43)ccc2N1	0.8%	i	1.7	-11.9%	7.0%[20 µM]	-0.7%	11.4%	-0.6%	-1.0%	.
O=C(CNC(=O)c1ccco1)N/N=C/c1ccccc1[N+](=O)[O-]	-18.2%	i	0.2	-11.2%	-2.4%	-2.7%	-13.8%	1.3%	-1.9%	1.4%
Cc1cccc(Nc2nc(N)c([N+](=O)[O-])c(NCCO)n2)c1	-3.8%	i	0.4	-1.2%	13.4%	0.1%	7.4%	-0.1%	3.0%	-11.8%
N#C/C(=N/Nc1ccccc1F)C(=N)N1CCOCC1	-2.1%	i	6.8	1.6%	-12.1%	4.2%	-15.5%	-1.7%	-1.6%	3.9%
O=C(Cc1ccc(Cl)c(Cl)c1)Nc1ccccc1N1CCOCC1	-0.3%	i	0.2	2.6%	-3.9%	-3.0%	5.3%	0.7%	2.1%	-0.3%
CC(C)(C)N(Cc1ccccc1)C(=O)COC(=O)Cn1cnc2ccccc2c1=O	-16.3%	i	0.9	-1.4%	-7.5%	-6.9%	8.2%	0.7%	14.8%	-1.7%
O=C(/C=C/c1ccc(O)c(O)c1)OC(Cc1ccc(O)c(O)c1)C(=O)O (stereo not drawn)	-19.0%	i	3.4	20.5%	12.7%[20 µM]	-0.8%	-15.6%	24.1%	-8.6%	8.3%
CCOc1ccc2nc(N3C(=O)/C(=C/c4ccc(Cl)cc4)NC3=S)sc2c1	-16.5%	i	0.0	-6.5%	0.2%	-2.0%	-66.5%	9.9%	4.5%	5.8%

A portion of the library; the hit share may differ from the screen's.
